# L3MBTL1 block: qHTS Assay for the Inhibitors of L3MBTL1; Lethal(3)malignant brain tumor-like protein 1 (Homo sapiens), Q9Y468; AlphaScreen L3MBTL1–H3K9me1 peptide binding; Potency, µM (titrated, usually from 57.1 µM), inactives show at the top dose activity, negative = inhibition, most hits filed as inhibitors; 0.66% of 230,000 active; AID 485360, 2010; further: nearly all actives have a fitted effect of over 60% in size
#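 AlphaScreen proximity signal between nickel-chelate acceptor and streptavidin donor beads (final 10 ug/mL) reports binding of 50 nM L3MBTL1 to 75 nM biotin-H3 K9me1 peptide; complex incubated with compounds 30 min at room temperature; cefsulodin titration as control.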
# TRb-SRC2 inh: qHTS for Inhibitors of the Interaction of Thyroid Hormone Receptor and Steroid Receptor Coregulator 2. 0.065% of 280,000 active. Potency, µM (series often up to 106 µM), for the others: top-dose activity change, negative = inhibition, usual class: inhibitors. TRbeta-SRC2 peptide binding, fluorescence polarization; receptor liganded with 1 µM T3. AID 1469, 2008. Thyroid hormone receptor beta (Homo sapiens), P10828;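 further: plate controls were bound peptide for no effect and peptide without receptor for full effect; nearly all actives have a fitted effect of over 50% in size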
#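 Binding of a 20-amino-acid Texas Red SRC2 peptide (20 nM) to TRb ligand-binding domain (0.6 uM) with agonist T3 at 1 uM was followed by fluorescence polarization after a 5 hr room-temperature incubation.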
# GLA spleen mod: qHTS Assay for Inhibitors and Activators of Human alpha-Galactosidase From Spleen Homogenate; Alpha-galactosidase A (Homo sapiens), P06280; human spleen homogenate, 4MU-alpha-Gal fluorescence, 40 min; Potency, µM (doses to about 80 µM), for inactives: top-dose activity change, negative = inhibition, usual class: inhibitors; 0.008% of 240,000 active; AID 2107, 2009;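 further: 0% = enzyme with vehicle and -100% = no enzyme basal signal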
# Target sequence (P06280 32-429 limits assumed): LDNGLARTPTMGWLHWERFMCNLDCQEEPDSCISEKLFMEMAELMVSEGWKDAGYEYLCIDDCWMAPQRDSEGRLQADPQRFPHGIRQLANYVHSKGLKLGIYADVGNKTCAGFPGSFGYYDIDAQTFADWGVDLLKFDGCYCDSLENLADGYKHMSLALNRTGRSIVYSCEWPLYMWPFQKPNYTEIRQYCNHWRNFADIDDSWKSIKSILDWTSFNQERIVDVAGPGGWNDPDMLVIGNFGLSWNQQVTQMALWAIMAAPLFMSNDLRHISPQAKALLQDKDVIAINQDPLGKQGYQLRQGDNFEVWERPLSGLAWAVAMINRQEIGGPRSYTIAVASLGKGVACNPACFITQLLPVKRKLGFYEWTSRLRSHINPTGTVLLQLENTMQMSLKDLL
#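 Fluorogenic readout (Ex 365/Em 440 nm) of 4-methylumbelliferone released from 1 mM 4-MU-alpha-galactoside by spleen homogenate, 40 min at 37C, pH 5.0. Data normalized to no-enzyme and enzyme controls; Hill-equation AC50 from compound titrations.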
# TexasRed fluor: Total Fluorescence Counterscreen for Inhibitors of the Interaction of Thyroid Hormone Receptor and Steroid Receptor Coregulator 2. TRb/SRC2 Texas Red total fluorescence interference. Potency, µM (titrated, usually from 106 µM), without a hit: at the highest dose fluorescence change, negative = quenching. 0.29% of 280,000 active. AID 1479, 2009; active means well fitted curve in either direction with a large enough effect; inconclusive means small, poorly fitted or top-dose-only effect
#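 Human TRb ligand-binding domain at 0.6 uM with 20 nM Texas Red SRC2 peptide in Tris buffer containing 1 uM T3 and 5% DMSO, incubated with compound 5 h at ambient temperature. Total fluorescence (555/632 nm) calculated as parallel + 2 × perpendicular.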
# Tau FP inhib: qHTS for Inhibitors of Tau Fibril Formation, Fluorescence Polarization. 0.39% of 280,000 active. Potency, µM (doses to about 57.7 µM), inactives show at the highest dose activity, negative = inhibition, usual class: inhibitors. K18 P301L tau heparin fibrillization, Alexa594 FP, 6 h. Microtubule-associated protein tau (Homo sapiens), P10636; further: nearly all actives have a fitted effect of over 55% in size
# Target sequence (P10636 561-689 P618L limits assumed): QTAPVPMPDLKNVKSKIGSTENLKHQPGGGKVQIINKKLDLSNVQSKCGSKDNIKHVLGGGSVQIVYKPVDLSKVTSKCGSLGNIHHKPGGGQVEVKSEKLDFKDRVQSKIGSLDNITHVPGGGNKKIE
#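 K18 P301L tau (15 uM unlabeled/0.24 uM Alexa 594-labeled, final) + compound + heparin 20 uM final; 100 mM NaOAc pH 7; 6 hr 37 C; ThT 30 uM final added, 1 hr RT; FP ex 555/em 632 nm.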
# Tau fluor counter: Counterscreen qHTS for Inhibitors of Tau Fibril Formation, Fluorescence Polarization | 0.93% of 280,000 active | tau K18 P301L Alexa594 fluorescence, heparin fibrillization | Potency, µM (top dose mostly 57.7 µM), without a hit: at the top dose activity change, negative = decrease; further: nearly all actives have a fitted effect of over 55% in size
#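 Human K18 P301L tau (15 uM unlabeled plus 0.24 uM Alexa 594-labeled, final) in 100 mM sodium acetate pH 7 was mixed with compound and 20 uM heparin and incubated 6 hr at 37 C.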
# Tau ThT inhib: qHTS for Inhibitors of Tau Fibril Formation, Thioflavin T Binding; recombinant tau K18 P301L (four-repeat tau fragment), heparin-induced fibrillization, ThT fluorescence; 2.1% of 270,000 active; Microtubule-associated protein tau (Homo sapiens), P10636; Potency, µM (top dose mostly 57.4 µM), without a hit: at the highest dose activity, negative = inhibition, usual class: inhibitors; further: nearly all actives have a fitted effect of over 55% in size
#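 Aggregation was driven by heparin (20 uM final) acting on recombinant tau […] bearing P301L in 100 mM sodium acetate pH 7; fibrils were detected with Thioflavin T.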
# ALDH1A1 block: qHTS Assay for Inhibitors of Aldehyde Dehydrogenase 1 (ALDH1A1) | Potency, µM (top dose mostly 75.3 µM), for inactives: top-dose activity, negative = inhibition, most hits filed as inhibitors | Aldehyde dehydrogenase 1A1 (Homo sapiens), P00352 | 7.3% of 220,000 active | Purified ALDH1A1, NADH fluorescence, propionaldehyde substrate; active means well fitted inhibition curve with a large enough effect, not every such curve was filed as active; inconclusive means small, poorly fitted or top-dose-only effect, or another doubt; inactive means no such curve, though single readings can be large or run the other way;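 further: plate controls were no enzyme wells and a reference inhibitor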
# Target sequence (P00352 whole entry, looked up): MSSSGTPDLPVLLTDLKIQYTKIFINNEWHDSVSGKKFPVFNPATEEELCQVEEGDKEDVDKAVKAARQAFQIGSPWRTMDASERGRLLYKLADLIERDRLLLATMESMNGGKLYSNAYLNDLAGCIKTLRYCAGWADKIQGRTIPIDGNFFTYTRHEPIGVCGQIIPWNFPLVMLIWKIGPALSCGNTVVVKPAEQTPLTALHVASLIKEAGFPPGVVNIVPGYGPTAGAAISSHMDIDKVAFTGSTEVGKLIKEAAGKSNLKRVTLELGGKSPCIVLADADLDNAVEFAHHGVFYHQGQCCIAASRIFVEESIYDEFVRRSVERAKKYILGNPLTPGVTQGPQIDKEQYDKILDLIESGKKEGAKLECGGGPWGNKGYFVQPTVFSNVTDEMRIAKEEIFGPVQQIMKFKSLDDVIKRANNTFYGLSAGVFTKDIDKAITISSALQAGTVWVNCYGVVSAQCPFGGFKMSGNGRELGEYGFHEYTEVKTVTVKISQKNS
# Active calls of the source: *; ? = inconclusive; / = no result given; & = joins results of further samples; [ ] = dose if it differs, or a comment. Unless noted, the call rests on the fitted dose curve; in most records, active means well fitted curve in the direction sought with a large enough effect; inconclusive means small, poorly fitted or top-dose-only effect, or another doubt; inactive means no such curve, though single readings can be large; an effect the other way counts as inactive or inconclusive. Unless noted, on the % scale 0 is the no-effect control and ±100 the full control effect; potency means the concentration at half of the fitted maximal effect. An unsorted share of the library (roughly 8.5% active in at least one column).
compound | L3MBTL1 block | TRb-SRC2 inh | GLA spleen mod | TexasRed fluor | Tau FP inhib | Tau fluor counter | Tau ThT inhib | ALDH1A1 block
O=C(c1cccc(N2C(=O)C3CC=CCC3C2=O)c1)N1CCN(c2ccccc2)CC1 (stereo unspecified) | -8% | -4% | 15% | -3% | 15% | -11% | -13% | ?
Fc1ccc(CN2CCN3CCCC3C2C2CCCCC2)cc1F (stereo unspecified) | -4% | -1% | 7% | 3% | -3% | -1% | -9% | 12%
COc1ccc(CN(CCN2CCOCC2)C(=O)c2c(F)cccc2F)cc1OC | 0% | 2% | 5% | -2% | -2% | 9% | 0% | -31%
CC(=O)Nc1ccc(-c2csc(NC(=O)C3CC(=O)N(c4ccc5c(c4)OCCO5)C3)n2)cc1 (stereo unspecified) | / | -1% | 12% | -3% | 17% | ? | ? | /
O=[N+]([O-])c1cccnc1-n1cnc2ccccc21 | 3% | 4% | -1% | -2% | 5% | 8% | 9% | ?
Cc1nn(-c2ccccc2)c2c1C(=O)N(c1ccccc1)C(=O)C(C)(C)C2 | -8% | 4% | -10% | -3% | 4% | -4% | 2% | 13µM*
Cc1ccccc1NC(=S)N(CCN(C)C)C(C)c1cccnc1 (stereo unspecified) | / | -2% | 7% | -7% | 12% | -8% | -6% | 0%
Nc1ncnc2c1ncn2[C@@H]1O[C@H](COP(=O)(O)OP(=O)(O)OC[C@H]2OC(O)[C@H](O)[C@@H]2O)[C@@H](O)[C@H]1O (stereo partly specified) | / | 2% | 7% | 1% | -13% | -8% | -11% | -5%
O=C(NCCCn1cccn1)c1cc(COc2ccc(F)cc2Cl)on1 | 13% | -1% | -2% | -2% | -4% | -6% | -6% | 7%
O=C(NCc1cccs1)C1CCN(S(=O)(=O)c2cccc3cccnc23)CC1 | -3% | -1% | 2% | -1% | 2% | -2% | -3% | 8%
Cc1csc2nc(COC(=O)c3ccccc3NC(=O)c3cccc(Br)c3)cc(=O)n12 | / | 2% | / | 0% | 3% | 10% | 7% | /
COc1ccc(CCNC(=O)COc2ncnc3cc([N+](=O)[O-])ccc23)cc1 | 4% | -3% | -2% | -4% | 7% | -18% | -13% | ?
C[C@H](NC(=O)c1nc[nH]c1C(=O)N[C@@H](C)c1ccccc1)C(=O)OC(C)(C)C | 0% | -4% | 4% | 0% | 6% | -15% | -3% | 4.5µM*
CC1=NN(Cc2ccccc2)C(=O)C1C(c1ccccc1)C(C#N)C#N (stereo unspecified) | -15% | -9% | -12% | -2% | 4% | -7% | -15% | ?
CCOC(=O)N1CCN(C(=O)c2ccc(CNS(=O)(=O)c3ccc(C)cc3)cc2)CC1 | 0% | -11% | -6% | -4% | -2% | -10% | -20% | 0%
Cc1ccc(S(=O)(=O)N(CC(=O)N/N=C\c2cccs2)c2cccc3cccnc23)cc1 | -14% | 1% | 2% | -4% | -8% | -14% | -10% | 0%
CC(C)(C)c1ccc(OCc2nnc(SCC(N)=O)n2N)cc1 | 44% | -10% | -6% | 0% | -4% | -1% | 1% | -1%
Cc1n[nH]c(C)c1N=Nc1ccc(Br)cc1 | / | 9% | 7% | 1% | -13% | -30% | 11µM* | 0%
COc1ccc(OC)c(-c2cc(C(=O)Nc3cc(C)n(Cc4ccc(Cl)cc4)n3)no2)c1 | 10% | -10% | -2% | 1% | -10% | -21% | -1% | ?
CCOc1ccccc1C(=O)N1CCN(c2cccc(Cl)c2)CC1 | -4% | -1% | 0% | -1% | 4% | 1% | -16% | 11%
O=C(NCc1ccccc1Cl)NCc1ccccc1Cl | 19% | 0% | -3% | 3% | -4% | 2% | -1% | /
O=C(COc1ncnc2ccccc12)Nc1cccc([N+](=O)[O-])c1 | 16% | 5% | -8% | -2% | -1% | -3% | 1% | 11%
CN1CCCN(Cc2ccccc2C(F)(F)F)CC1 | -8% | -13% | 2% | -3% | 1% | -6% | -8% | ?
COc1ccc(-c2ccc(C#N)c(OC(=O)c3c(Cl)cccc3Cl)n2)cc1 | / | 2% | 11% | 1% | ? | -23% | 4% | ?
O=C1CC(c2nnc(Cc3ccc(F)cc3Cl)o2)CN1c1ccccc1 (stereo unspecified) | / | -4% | / | -2% | -4% | -7% | 2% | /
CCN(CC)C(=O)Cn1cc(C(=O)C(=O)N2CCCc3ccccc32)c2ccccc21 | / | -7% | 5% | -4% | 3% | -10% | -13% | ?
c1ccc2c(SCc3cn4ccccc4n3)nncc2c1 | 79%[activator] | -6% | -2% | -4% | -9% | -7% | -9% | -12%
O=C(COC(=O)c1cc(=O)[nH]c(=O)[nH]1)Nc1cccc(S(=O)(=O)N2CCOCC2)c1 | -1% | -2% | 9% | -4% | 2% | -3% | -10% | ?
COc1ccc(N2CCN(C(=O)c3cn(CC(C)C)c(=O)c4c3c3ccccc3n4C)CC2)cc1 | / | 2% | / | -26% | 2% | -30% | ? | /
O=C(/C=C/c1ccccc1)NCCCNC(=O)/C=C/c1ccccc1 | -1% | 6% | -14% | 0% | 2% | -8% | -7% | -4%
COc1ccc(OCCn2cc(/C=N/NC(=O)c3ccncc3)c3ccccc32)cc1 | -5% | -3% | -7% | -4% | 15% | 13µM*[quencher] | ? | ?
O=C1CCCC2=C1C(c1ccco1)Nc1ccc(C(=O)c3ccccc3)cc1N2 (stereo unspecified) | -17% | -11% | -5% | -2% | -3% | -18% | ? | 20µM*
COc1ccccc1CNC(=O)CSc1cc(C)[nH]c(=O)n1 | / | -7% | / | 0% | ? | -12% | -12% | /
Cc1cc(N2CCC(C(=O)NC3CC3)CC2)nc(-c2ccccc2)n1 | 2% | 3% | -1% | -1% | 2% | 2% | -6% | 7%
CCCn1nnc(NC(=O)c2cccc(Cl)c2)n1 | 5% | -4% | 6% | -5% | 3% | -3% | -4% | ?
CCOC(=O)C(C)c1c(C(=O)c2ccc(C)nc2)c2ccccc2n1C (stereo unspecified) | -6% | 2% | -5% | -1% | -6% | -4% | -6% | 7%
COc1ccc(/C=N/NC(=O)c2ccoc2C)cc1COc1c(C)cccc1C | -5% | 5% | 8% | 3% | ? | ? | -13% | -7%
CN(C)c1ccc(/C=C/C(=O)c2cc(Cl)ccc2O)cc1 | 32µM* | 20% | 2% | 19% | 11% | ? | 4µM* | /
CCOC(=O)CSC1=C(C#N)C(c2ccccc2OCC)C(C#N)C(=O)N1 (stereo unspecified) | -9% | 1% | -4% | 0% | -5% | -19% | ? | ?
COc1cc(C=O)ccc1OCC(=O)N1CCCC1 | -5% | -4% | -21% | 0% | -3% | -14% | -16% | -14%
Fc1cc(F)cc(-c2oncc2-c2nnnn2-c2ccccc2)c1 | 9% | -2% | -3% | -2% | -4% | -5% | -5% | -6%
CCOC(=O)c1c(NC(=O)Cc2coc3ccc(CC)cc23)sc2c1CCC2 | / | 0% | / | 7% | -10% | -17% | ? | /
CCCn1nnnc1SCC(=O)c1ccc(NC(C)=O)cc1 | 4% | -6% | -3% | 1% | -1% | 1% | -2% | ?
CCOCCCNC(=O)c1ccc2c(c1)N(Cc1ccccc1)C(=O)CS2=O (stereo unspecified) | 1% | -16% | -14% | -2% | 7% | 7% | 6% | -3%
O=C(Nc1ccc(Cl)c(-c2nc3ccccc3o2)c1)c1cccc2c(Cl)cccc12 | / | 4% | / | 2% | -12% | -23% | -8% | /
CC(NCCC(Cc1ccccc1)c1ccco1)c1ccccc1 (stereo unspecified) | / | -6% | 5% | 0% | 0% | -10% | / | /
COc1ccc(NC(=O)[C@@H](NC(=O)c2ccccc2)C(C)C)cc1S(=O)(=O)N1CCCCC1 | 8% | -8% | -1% | 0% | 4% | -28% | -16% | -5%
N#Cc1nc(-c2ccc(OCc3ccc(Cl)cc3)cc2)oc1NCCCn1ccnc1 | -10% | -4% | -24% | -1% | 3% | -28% | -8% | ?
CCOC(=O)N1CCN(Cc2oc(CO)cc(=O)c2O)CC1 | 7% | -4% | 1% | 2% | 2% | 4% | -10% | ?
COc1ccc(C2=NOC(CNC(=S)N3CCOCC3)C2)cc1 (stereo unspecified) | 10% | -1% | 4% | -3% | 4% | 3% | -3% | /
CN1C[C@@H]2C(c3ccccc3)C3(c4cccnc4)CC2(C3)[C@H]1c1ccccc1 (stereo partly specified) | / | 0%&2% | 3%&-3% | -2%&-1% | -1%&-5% | -4%&11% | -5%&4% | -9%
COc1ccc(CNC(=O)c2nc(SCc3ccc(C)cc3)ncc2Cl)cc1 | / | -4% | / | -1% | -10% | -9% | -6% | /
Cc1ccc(OCC(=O)NNC(=S)NC(=O)C(C)(C)C)c(Br)c1 | 9% | -4% | 2% | 2% | -7% | -11% | -17% | -10%
CCN=C1Cn2c(nc3scc(-c4ccccc4)c3c2=O)CN1CC | 1% | 2% | 0% | 1% | -2% | -7% | -15% | ?
CCC(=O)N(Cc1cc(=O)[nH]c2ccccc12)c1ccc(C)cc1 | 4% | 1% | -9% | -1% | 3% | 2% | -2% | -12%

# 5 compounds drawn at random from the list so far:
compound | L3MBTL1 block | TRb-SRC2 inh | GLA spleen mod | TexasRed fluor | Tau FP inhib | Tau fluor counter | Tau ThT inhib | ALDH1A1 block
CC(NCCC(Cc1ccccc1)c1ccco1)c1ccccc1 (stereo unspecified) | / | -6% | 5% | 0% | 0% | -10% | / | /
COc1ccc(C2=NOC(CNC(=S)N3CCOCC3)C2)cc1 (stereo unspecified) | 10% | -1% | 4% | -3% | 4% | 3% | -3% | /
COc1ccc(CNC(=O)c2nc(SCc3ccc(C)cc3)ncc2Cl)cc1 | / | -4% | / | -1% | -10% | -9% | -6% | /
Cc1ccc(OCC(=O)NNC(=S)NC(=O)C(C)(C)C)c(Br)c1 | 9% | -4% | 2% | 2% | -7% | -11% | -17% | -10%
CCC(=O)N(Cc1cc(=O)[nH]c2ccccc12)c1ccc(C)cc1 | 4% | 1% | -9% | -1% | 3% | 2% | -2% | -12%

# From PubChem BioAssay
